PolyA inhibitor = polyadenylation inhibitors in yeast reporter cells, primary screen, luminescence, S. cerevisiae; S. cerevisiae SKY197-pL101 polyadenylation reporter, beta-gal luminescence; efflux-impaired pdr1/pdr3 knockout yeast; score 100 = 6 SD above DMSO; calls only at 12 µM; 300,000 compounds, 0.02% hits; AID 1875, 2009;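 active means lowest replicate activity score at least 50, where 100 means six control SD above control mean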;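 further: yeast exposed to compound for 9 h at 30 °C; higher score means more reporter readthrough which indicates perturbed polyadenylation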
KCNK9 block = KCNK9 potassium channel inhibitors, primary screen, HEK293 cells, thallium flux; 310,000 compounds, 1.2% hits; Potassium channel subfamily K member 9 (Homo sapiens), Q9NPC2; B-score at 10 µM; FluxOR thallium flux fluorescence; stronger effect = lower value; AID 488922, 2010;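 active means ratio B-score over 3 SD below the library mean, with starting fluorescence within 5 SD of its mean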;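 further: negative B-score means less thallium flux so channel inhibition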
DYRK1A inh = rat Dyrk1A kinase inhibitors, primary screen, biochemical, single point, plate reader. Dual specificity tyrosine-phosphorylation-regulated kinase 1A (Rattus norvegicus), Q63470. inhibition, % at 12.5 µM. ADP-Glo luminescence, NFATc1 peptide. 310,000 compounds, 0.43% hits; in the data active means inhibition above about 50%;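 further: plate controls were vehicle with enzyme for no effect and no enzyme for full effect; many of its hits are not listed in these tables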
KCNK3 block = human KCNK3 channel inhibitors, primary screen, CHO cells, FluxOR thallium flux, B-score. B-score at 10 µM. Potassium channel subfamily K member 3 (Homo sapiens), O14649. 340,000 compounds, 0.84% hits. FluxOR fluorescence; stronger effect = lower value;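 active means B-score under library mean minus 4 SD, starting fluorescence ratio at most library mean plus 5 SD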;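 further: more negative B-score means stronger inhibition of thallium flux through KCNK3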
Target sequence (O14649 whole entry, looked up): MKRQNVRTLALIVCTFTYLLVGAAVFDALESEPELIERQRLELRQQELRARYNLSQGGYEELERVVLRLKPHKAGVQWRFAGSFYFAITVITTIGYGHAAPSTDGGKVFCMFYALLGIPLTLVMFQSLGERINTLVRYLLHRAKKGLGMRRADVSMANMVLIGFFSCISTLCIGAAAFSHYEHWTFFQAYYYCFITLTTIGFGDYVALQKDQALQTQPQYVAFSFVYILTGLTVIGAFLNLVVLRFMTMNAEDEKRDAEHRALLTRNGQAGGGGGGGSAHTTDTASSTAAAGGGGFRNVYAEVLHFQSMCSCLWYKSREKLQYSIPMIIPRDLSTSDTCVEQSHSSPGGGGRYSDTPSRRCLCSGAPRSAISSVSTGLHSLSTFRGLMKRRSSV
KCNQ1 act = potentiators or activators of KCNQ1 channel, primary screen, cell-based, thallium flux, high-throughput. CHO-K1 KCNQ1, thallium flux FluxOR fluorescence; stronger effect = higher value. B-score at 10 µM. 310,000 compounds, 0.35% hits. AID 2648, 2010;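 active means fluorescence ratio B-score, a plate-corrected score, at least three library SD, with initial intensity B-score within 5 SD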
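Doses: Single concentration per compound, DMSO matched to controls | Test system: KCNQ1-transfected CHO-K1 cells | Timing: 90 min dye loading and 20 min compound exposure, both at room temperature | Measured by: Kinetic FluxOR thallium fluorescence, 10-s 1-Hz baseline, 110-s post-stimulus read | Medium: Assay buffer with matched DMSO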
KCNQ1 block = inhibitors of human KCNQ1 channel, primary screen, cell-based, thallium flux, high-throughput | Potassium voltage-gated channel subfamily KQT member 1 (Homo sapiens), P51787 | CHO-K1 KCNQ1, FluxOR thallium flux fluorescence; stronger effect = higher value | B-score at 10 µM | 310,000 compounds, 1.3% hits | AID 2642, 2010;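 active means compounds whose thallium flux B-score, printed positive for inhibition, exceeds three library SD while starting fluorescence stays within three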;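 further: channel opened by potassium depolarization with thallium stimulus after 20 min compound exposure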
RGS4 block = RGS4 inhibitors, primary screen, cell-based, HEK293 M3R inducible RGS4, calcium flux; Regulator of G-protein signaling 4 (Homo sapiens), P49798; Fluo-4 calcium flux; stronger effect = higher value; triggered by carbachol at its EC20; B-score at 10 µM; 310,000 compounds, 0.45% hits;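 active means B-score, a plate-corrected calcium signal, over three deviations above library mean, with baseline fluorescence within five deviations of library mean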;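 further: RGS4 expression induced by doxycycline in cells with stable M3 receptor; B-score is computed from the integrated fluorescence ratio over baseline after carbachol; higher B-score means a larger calcium signal and so more RGS4 inhibition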
Target sequence (P49798 whole entry, looked up): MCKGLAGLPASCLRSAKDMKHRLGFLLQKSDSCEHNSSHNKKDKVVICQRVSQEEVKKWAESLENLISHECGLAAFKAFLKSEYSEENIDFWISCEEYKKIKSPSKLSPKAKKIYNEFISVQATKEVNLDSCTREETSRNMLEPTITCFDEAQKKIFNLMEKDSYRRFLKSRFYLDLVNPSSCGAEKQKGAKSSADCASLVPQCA
GSK3A inh = blockers of GSK3A enzyme activity – biochemical, luminescence, cell-free homogeneous, HTS, primary screen. Glycogen synthase kinase-3 alpha (Homo sapiens), P49840. GSK-3 alpha kinase, ADP-Glo luminescence, 60 min. inhibition, % at 10 µM. 320,000 compounds, 0.1% hits. AID 2650, 2010;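 in the data active means inhibition above about 50%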;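 further: GST-tagged GSK-3 alpha with peptide substrate and 25 µM ATP; 0% = DMSO neutral wells and 100% = GW8510 positive control wells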
GSK3beta inhib = human GSK3beta kinase inhibitors, primary screen, biochemical, cell-free homogeneous, HTS; GST-GSK3beta kinase, ADP-Glo luminescence, 60 min; stronger effect = lower value; AID 2097, 2009; 300,000 compounds, 0.038% hits; activity score (negative = inhibition), % at 10 µM; Glycogen synthase kinase-3 beta (Homo sapiens), P49841;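 active means more than half of replicate wells score below -50%, meaning over 50% inhibition versus plate controls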;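 further: 0% = median DMSO wells and -100% = median GW8510 positive control wells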
Target sequence (P49841 whole entry, looked up): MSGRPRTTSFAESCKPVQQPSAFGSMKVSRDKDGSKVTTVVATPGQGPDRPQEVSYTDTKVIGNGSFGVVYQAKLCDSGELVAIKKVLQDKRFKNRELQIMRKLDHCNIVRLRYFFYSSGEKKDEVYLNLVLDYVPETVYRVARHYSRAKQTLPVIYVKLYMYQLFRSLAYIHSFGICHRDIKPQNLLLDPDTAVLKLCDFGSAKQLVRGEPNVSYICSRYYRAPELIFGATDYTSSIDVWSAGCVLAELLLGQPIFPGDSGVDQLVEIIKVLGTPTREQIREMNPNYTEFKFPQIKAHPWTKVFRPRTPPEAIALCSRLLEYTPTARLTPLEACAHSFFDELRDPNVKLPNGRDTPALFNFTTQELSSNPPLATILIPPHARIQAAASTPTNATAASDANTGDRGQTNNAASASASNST
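Test system: GST-tagged human GSK3beta kinase, cell-free; evaluation: activity score scaled between in-plate DMSO and GW8510 controls; measured by: ADP-Glo luminescence; incubation: 60 min reaction, RT; benchmarks: DMSO and 20 µM GW8510; reagent: peptide substrate plus 25 µM ATP (final); medium: Tris/MgCl2 kinase buffer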
RGS4 act = RGS4 potentiators or activators, primary screen, cell-based, HEK293 M3R inducible RGS4, calcium flux. carbachol calcium flux Fluo4; stronger effect = lower value. B-score at 10 µM. 310,000 compounds, 0.92% hits;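 active means B-score of the integrated calcium signal more than 4 SD below the library mean, with starting fluorescence not abnormally high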;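 further: negative B-score means reduced calcium response which marks RGS4 activation or potentiation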
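Material: M3R-expressing HEK293 line, RGS4 induced by doxycycline | Schedule: Overnight RGS4 induction, 30 min dye load 37 °C, 20 min compound RT | Measured by: Fluo4 fluorescence kinetic imaging of calcium | Read-out: Integrated calcium ratio converted to B score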
hERG protect = hERG rescue from dofetilide block, primary screen, cell-based, CHO-hERG, FluxOR thallium flux, dofetilide IC70; AID 1511, 2009; dofetilide IC70 present; 310,000 compounds, 0.51% hits; Voltage-gated inwardly rectifying potassium channel KCNH2 (Homo sapiens), Q12809; activation (rescue from dofetilide block), less the hit threshold, % at 10 µM;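 active means activation above the mean of controls blocked by dofetilide plus 5 SD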;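 further: thallium influx through hERG after potassium depolarization seen as dye fluorescence rise; in these data hits start at about 4.7%; inactives centre near -7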
* hit, by the source's call; i = inactive; / = not tested or not shown. Not all compounds are listed; the hit share may differ from the screen's.

compound	RGS4 block	KCNQ1 act	KCNK3 block	hERG protect	KCNK9 block	KCNQ1 block	PolyA inhibitor	GSK3A inh	GSK3beta inhib	RGS4 act	DYRK1A inh
CCC(C)NC(=O)c1ccc(CSCc2cccc(F)c2)o1 (stereo not drawn)	i	i	i	-5	i	i	i	-3	2	i	0
Cc1ccccc1-c1nc2ccccc2c(=O)n1C1CCS(=O)(=O)C1 (stereo not drawn)	i	i	i	-8	i	i	i	-4	1	i	6
Brc1ccc(OCCCOc2cccc3cccnc23)cc1	i	i	i	-10	i	i	i	0	2	i	/
Cc1nn(C)cc1/C=N\NC(=O)Cc1ccc([N+](=O)[O-])cc1	i	i	i	-5	i	i	i	1	2	i	/
Cc1ccc(-c2nnc(SCC(=O)N/N=C/c3c(C)nn(-c4ccccc4)c3C)n2-c2ccc(C)cc2)cc1	i	i	i	-6	i	i	i	-1	0	i	-5
Cc1cc(C)cc(NC(=O)CSc2nc3c(c(=O)n2C)SC(C)C3)c1 (stereo not drawn)	i	i	i	-4	i	i	i	-1	3	i	4
CC(=O)c1cccc(NC(=O)Nc2ccc(C(=O)N3CCCC3)cc2)c1	i	i	i	-4	i	i	i	-1	-4	i	3
CC(=O)OC1CSc2nc3ccccc3n2C1 (stereo not drawn)	i	i	i	-12	i	i	i	-3	0	i	6
Cc1ccc(N2CC(C(=O)Nc3nnc(SCC(=O)NCC4CCCO4)s3)CC2=O)cc1 (stereo not drawn)	i	i	i	-8	i	i	i	0	5	i	6
CC(=O)c1c(C)[nH]c(C(=O)NCCCN2CCCC2)c1C	i	i	i	-2	i	i	i	-6	-4	i	6
O=C(NNC(=O)C1CCCN(c2ncccn2)C1)c1ccc(F)cc1 (stereo not drawn)	i	i	i	2	i	i	i	-2	-2	i	-5
COc1ccc(C2N(c3cc(Cl)ccc3OC)C(=O)C3CCCN32)cc1OC (stereo not drawn)	i	i	i	-10	i	i	i	/	1	i	9
COCCNC(=O)C(=O)N/N=C/c1ccc(C(=O)OC)cc1	i	i	i	14*	i	i	i	-5	2	i	-3
Cc1ccc(C(=O)CSc2nnc(CNc3ccc(C)cc3C)n2Cc2ccco2)cc1	i	i	i	-13	i	i	i	0	-1	i	-1
COC(=O)C(Nc1nccs1)(OC)C(F)(F)F (stereo not drawn)	i	i	i	-12	i	i	i	-3	-3	i	0
COc1ccc(C2OC(=O)c3ccccc3S2)cc1 (stereo not drawn)	i	i	i	-7	i	i	i	-1	0	i	1
O=C(CSc1nc2ccccc2c(=O)n1-c1ccc(SC(F)F)cc1)Nc1ccc(N2CCOCC2)cc1	i	i	i	-4	i	i	i	0	0	i	5
O=C(CSc1ncccc1C(=O)O)NC12CC3CC(CC(C3)C1)C2	i	i	i	-6	i	i	i	-3	1	i	-4
CC(=O)c1c(C)nc(-c2ccc(Cl)cc2)nc1N	i	i	i	-4	i	i	i	-2	2	i	-1
O=C(CCC(=O)OCC(F)(F)C(F)F)Nc1ccc(Cl)cc1	i	i	i	-9	i	i	/	1	-3	i	-5
Cc1cccc(C2(c3cccc(C)c3)CC2C(=O)NCC2CCCO2)c1 (stereo not drawn)	i	i	i	-10	i	i	i	-2	-3	i	-8
Cc1ccc(-c2ocnc2C(=O)N2CCOCC2)cc1	i	i	i	-4	i	i	i	-1	0	i	1
Cc1ccc(NC(=O)CNC(=O)c2ccco2)nc1	i	i	i	-3	i	i	i	0	4	i	6
Cn1ccnc1C(O)c1cccc(OCc2ccccc2)c1 (stereo not drawn)	i	i	i	1	i	i	i	-1	-1	i	3
COc1ccc(NC(=O)CSc2nnc3ccc(-c4ccccn4)nn23)cc1OC	i	i	i	-8	i	i	i	-3	-3	i	-7
O=C(CCN1C(=O)/C(=C/c2cccs2)SC1=S)Nc1ccccn1	i	i	i	-6	i	i	i	-1	4	i	-3
O=C(CC1Nc2ccccc2NC1=O)Nc1cc(Cl)cc(Cl)c1 (stereo not drawn)	15*	i	i	-10	i	i	i	0	0	i	-5
COc1ccc(NC(=S)Nc2cc(S(=O)(=O)N3CCCCC3)ccc2OC)cc1	i	i	/	-10	i	i	i	-3	4	i	/
O=C(COC(=O)C1Cc2ccccc2CN1C(=O)c1ccccc1Cl)Nc1ccc(N2CCOCC2)cc1 (stereo not drawn)	i	i	i	-7	i	i	i	-1	0	i	-4
O=[N+]([O-])c1cc([N+](=O)[O-])c2n[nH]c(-c3ccccc3)c2c1	i	i	i	-7	i	i	i	2	-2	i	2
Cc1cccc(-c2nnc(SCC(=O)Nc3cccc(C(=O)N4CCOCC4)c3)n2C)c1	i	i	i	2	i	i	i	-1	0	i	1
C=CCN(C)NC(=O)Nc1ccccc1	i	i	i	-6	i	i	/	-1	4	i	-3
COc1ccc(CNc2nc3ccccc3n2C)c(OC)c1	i	i	i	-11	i	i	i	8	-4	i	/
CS(=O)(=O)Nc1ccc(C(=O)NCc2ccccn2)cc1	i	i	i	-5	i	i	/	-1	4	i	1
COc1cccc(NC(=S)N(Cc2ccc(C(=O)O)cc2)Cc2ccc(OC)c(OC)c2)c1	i	i	i	-7	i	i	i	-2	0	i	-5
Cc1ccc(N2C(=O)c3ccccc3C2(O)c2ncc[nH]2)cc1 (stereo not drawn)	i	i	i	-2	i	i	i	2	4	i	-4
CCOc1ccc(CCNC(=O)c2cccc(S(=O)(=O)N3CCOCC3)c2)cc1OCC	i	i	i	-19	i	i	i	-1	3	i	6
O=C(CSC1=NCCS1)NC1CCCC1	i	i	i	1	i	i	i	-2	2	i	-3
COCCOC(=O)C1=C(C)NC(=O)NC1c1cccs1 (stereo not drawn)	i	i	i	-1	i	i	i	-4	0	i	1
CCOC(=O)CCSc1n[nH]c(=S)s1	i	i	i	-7	i	i	i	-2	2	i	-1
Cc1ccc2nc(NC(=O)CN3C(=O)C4CC=CCC4C3=O)sc2c1 (stereo not drawn)	i	i	i	-8	i	i	/	-2	-2	i	/
CCn1c(SCC(=O)NC2CCCC2)nnc1-c1ccco1	i	i	i	-6	i	i	i	0	-1	i	-5
CC1CCCCC1NC(=O)Cn1[nH]c(=O)c2ccccc2c1=O (stereo not drawn)	i	i	i	0	i	i	i	-2	0	i	-4
O=C(N/N=C/c1ccc(N2CCOCC2)cc1)c1ccccc1OCCOc1ccccc1	i	i	-11*	-7	-12*	7*	i	1	2	-7.1*	3
CCCSc1nnc(CSc2nc3nc(C)cc(C)n3n2)o1	i	i	i	-1	i	i	i	2	2	i	-1
C/C(CC(=O)Nc1ccccc1-c1ccccc1)=N\NC(=O)COc1ccc(C)cc1Br	i	i	i	-13	i	6*	i	0	0	i	-2
O=C(CCn1ccc([N+](=O)[O-])n1)NC1CCCCCC1	i	i	i	3	i	i	i	-2	4	i	-1
COc1cc(NC(=O)c2ccc(NC3=NC4CS(=O)(=O)CC4S3)cc2)cc(OC)c1 (stereo not drawn)	i	i	i	-7	i	i	i	2	4	i	1
O=C(COC(=O)CCC(=O)c1ccc(F)cc1)Nc1ccccc1	i	i	i	-3	i	i	i	-3	1	i	/
Cc1cc(C)nc(N/C(=N\S(=O)(=O)Cc2ccccc2)Nc2cccc(Cl)c2C)n1	i	i	i	-17	i	i	i	-4	0	i	/
Cc1ccc2nc(/N=C(\N)NC(=O)NC3CCCCC3)nc(C)c2c1	i	i	i	-22	i	7*	i	0	1	i	-3
O=C(CCCC(=O)N(CC(=O)NC1CCCCC1)Cc1ccco1)Nc1ccccn1	i	i	i	-4	i	i	i	-1	-8	i	-2
O=C(CSc1nnnn1Cc1ccccc1)Nc1ccc2c(c1)OCCO2	i	i	i	2	i	i	i	-2	-1	i	6
NS(=O)(=O)c1ccc(N/N=C/c2ccccn2)c([N+](=O)[O-])c1	i	i	i	-20	i	i	i	0	-3	i	-4
CC(=O)/C(=N\Nc1ccc(Cl)cc1)Sc1nnc(-c2ccccc2)n1-c1ccccc1	i	i	i	-3	i	i	i	/	0	i	5
CCC(=O)Nc1ccc(N2CCC(C)CC2)cc1	i	i	i	-1	i	i	i	-2	-2	i	-1
COc1cccc(/C=N/NC(=O)c2ccc(OCc3cccc(Br)c3)cc2)c1	i	i	i	-21	i	i	i	-1	0	i	-5

Assay outcomes (PubChem BioAssay)
